Screening data deposited in PubChem by National Center for Advancing Translational Sciences (NCATS).
4MU fluor = qHTS Assay for Spectroscopic Profiling in 4-MU Spectral Region. compound autofluorescence, 340/450 nm, 4-MU equivalents; active compounds read high. max dye-equivalent concentration, M. actives 11% (n = 59,000); in the data active = max dye-equivalent concentration above about 10 nM; inconclusive = mostly about 1.1 nM to 9.6 nM
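Compounds in 100 mM Tris, pH 8.0, incubated 15 min at room temperature, then fluorescence read at 340 nm excitation/450 nm emission. Signal converted to 4-MU dye-equivalent concentration using an on-plate six-point 4-MU standard curve.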
Fluorescein autfl = qHTS Assay for Spectroscopic Profiling in Fluorescein Spectral Region | Compound autofluorescence, 480/540 nm, fluorescein-equivalent; active compounds read high | actives 0.91% (n = 59,000) | max fluorescein-equivalent concentration, M; in the data active = max fluorescein-equivalent concentration above about 10 nM; inconclusive = between about 1.1 nM and that limit
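Fluorescein stocks ranging 3 mM down to 300 nM, plus DMSO blanks, were pinned alongside compounds to build a per-plate standard curve. Buffer: 100 mM Tris, pH 8.0. Incubation 15 min, room temperature; filters 480/540 nm.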
Rhodamine autofl = qHTS Assay for Spectroscopic Profiling in Rhodamine Spectral Region | AID 594, 2007 | max dye-equivalent concentration, M | Rhodamine-region fluorescence, 547/598 nm, Tris buffer; active compounds read high | actives 0.05% (n = 59,000); in the data active = max dye-equivalent concentration above about 11 nM; inconclusive = between about 1.1 nM and that limit
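A six-point rhodamine series on each plate calibrates the signal. Compounds sit in 100 mM Tris (pH 8.0) for 15 min at ambient temperature before imaging through 547 nm/598 nm filters.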
BRCT PPI green = qHTS Assay for Inhibitors of BRCT-Phosphoprotein Interaction (Green Fluorophore) | Breast cancer type 1 susceptibility protein (Homo sapiens), P38398 | BRCA1 BRCT-phosphopeptide binding, green fluorescence polarization | Potency, µM (highest dose often 76.9 µM), inactives show at the top dose activity change, negative = inhibition, most hits filed as inhibitors | actives 0.05% (n = 75,000) | AID 875, 2007;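 also: potency is read from the fitted curve at half-maximal effect; plate controls were peptide without protein for full effect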
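Compounds were incubated for 12 min at room temperature with a complex of 100 nM fluorescein-tagged pBACH1 decapeptide and 250 nM His-tagged BRCT protein. Buffer was phosphate pH 7.3 with EDTA, DTT and Tween 20. Disruption of binding lowers the polarization signal.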
Caspase-1 inhib = qHTS Assay for Allosteric/Competitive Inhibitors of Caspase-1. Potency, µM (top dose mostly 57.5 µM), without a hit: at the top dose activity change, negative = inhibition, actives largely listed as inhibitors. P29466. AID 900, 2007. Caspase-1 enzyme, Ac-WEHD-AFC fluorogenic rate. actives 0.03% (n = 75,000);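 also: potency is read from the fitted curve at half-maximal effect; plate controls were vehicle for no effect and no substrate for full effect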
A350 autofl = qHTS Assay for Spectroscopic Profiling in A350 Spectral Region | Compound autofluorescence, 340/450 nm, Alexa 350 dye-equivalents; active compounds read high | max dye-equivalent concentration, M | actives 11% (n = 59,000); in the data active = max dye-equivalent concentration above about 10 nM; inconclusive = mostly about 1.1 nM to 9.6 nM
BRCT inh red = qHTS Assay for Inhibitors of BRCT-Phosphoprotein Interaction (Red Fluorophore); Breast cancer type 1 susceptibility protein (Homo sapiens), P38398; BRCT-phosphopeptide binding, red fluorescence polarization; Potency, µM (highest dose often 76.9 µM), inactives show at the top dose activity change, negative = inhibition, hits mostly inhibitors; actives 0.03% (n = 75,000); also: % is scaled to controls: 0 for no effect and ±100 for the full control effect
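Rhodamine-labelled pBACH1 10-mer (100 nM) bound to BRCT domain (100 nM) at pH 7.3; compounds incubated 12 min room temperature, polarization read. Free peptide defines full inhibition; unlabelled decapeptide titrated as control.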
Casp7 inh = qHTS Assay for Allosteric/Competitive Inhibitors of Caspase-7. actives 0.02% (n = 75,000). AID 889, 2007. recombinant caspase-7, Ac-DEVD-AFC fluorescence rate. Potency, µM (doses to about 57.5 µM), for the others: at the top dose activity change, negative = inhibition, hits mostly inhibitors; active = well fitted inhibition curve with a large enough effect in the main read-out, with a control signal flat, not every such curve was filed as active; inconclusive = small, poorly fitted or top-dose-only effect, or a change in a side signal; also: potency is read from the fitted curve at half-maximal effect; % of control where 0% means no effect
TexasRed autofl = qHTS Assay for Spectroscopic Profiling in Texas Red Spectral Region; Compound fluorescence, Texas Red channel, 547/618 nm; active compounds read high; max dye-equivalent concentration, M; actives 0.06% (n = 59,000); AID 587, 2007; in the data active = max dye-equivalent concentration above about 10 nM; inconclusive = between about 1.1 nM and that limit
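Texas Red-region profiling: compounds in 100 mM Tris pH 8.0 were read at 547/618 nm after 15 min at room temperature. Intensities were normalized against a six-point Texas Red standard series to give dye-equivalent concentration.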
USP2a inhib = qHTS Assay for Inhibitors of Ubiquitin-specific Protease USP2a; Ubiquitin carboxyl-terminal hydrolase 2 (Homo sapiens), O75604; actives 0.1% (n = 60,000); USP2a enzymatic assay, qHTS inhibition; Potency, µM (highest dose often 38.3 µM), without a hit: top-dose activity change, negative = inhibition, usual class: inhibitors;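 also: potency is read from the fitted curve at half-maximal effect; nearly all actives have a fitted effect of over 60% in size; plate controls were DMSO for no effect and NEM full inhibition control for full effect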
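20 nM USP2 core + cpd, 30 min RT; add 20 nM Ub-PLA2/20 uM NBD C6-HPC; read Ex460/Em535 at 0 h and 2.5 h. Normalized to NEM; qHTS curve fit/classification.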
* marks the source's active call; other numbers are inactive results; i = inactive; ? = inconclusive; nt = not tested or not shown; [ ] = remark or other dose. Unless noted, calls follow the shape of the dose curve; as a rule, active = well fitted curve in the direction sought with a large enough effect; inconclusive = small, poorly fitted or top-dose-only effect, or another doubt; inactive = no such curve, though single readings can be large; an effect the other way counts as inactive or inconclusive. An excerpt. The share of hits here may be higher or lower than overall.

SMILES	4MU fluor	Fluorescein autfl	Rhodamine autofl	BRCT PPI green	Caspase-1 inhib	A350 autofl	BRCT inh red	Casp7 inh	TexasRed autofl	USP2a inhib
CC[C@@H]1C(=O)OC[C@@H]1Cc1cncn1C	i	?	i	2.8%	-1%	i	0.7%	-2%	i	nt
CCC1C(=O)OC[C@H]1Cc1cncn1C (some centres undefined)	nt	nt	nt	1.1%[3.08 µM]	1%	nt	1.4%	2%	nt	-4%
